Screening results from PubChem BioAssay.
Eya2 inh – inhibitors of human Eya2 phosphatase activity. recombinant Eya2, OMFP fluorescence dephosphorylation (OMFP is methylfluorescein phosphate). O00167. AID 488837. Potency, µM (series often up to 76.9 µM), for the others: top-dose activity, negative = inhibition, hits mostly inhibitors. hit rate 0.006% among 330,000; also: potency is read from the fitted curve at half-maximal effect
Target sequence (O00167 whole entry, looked up): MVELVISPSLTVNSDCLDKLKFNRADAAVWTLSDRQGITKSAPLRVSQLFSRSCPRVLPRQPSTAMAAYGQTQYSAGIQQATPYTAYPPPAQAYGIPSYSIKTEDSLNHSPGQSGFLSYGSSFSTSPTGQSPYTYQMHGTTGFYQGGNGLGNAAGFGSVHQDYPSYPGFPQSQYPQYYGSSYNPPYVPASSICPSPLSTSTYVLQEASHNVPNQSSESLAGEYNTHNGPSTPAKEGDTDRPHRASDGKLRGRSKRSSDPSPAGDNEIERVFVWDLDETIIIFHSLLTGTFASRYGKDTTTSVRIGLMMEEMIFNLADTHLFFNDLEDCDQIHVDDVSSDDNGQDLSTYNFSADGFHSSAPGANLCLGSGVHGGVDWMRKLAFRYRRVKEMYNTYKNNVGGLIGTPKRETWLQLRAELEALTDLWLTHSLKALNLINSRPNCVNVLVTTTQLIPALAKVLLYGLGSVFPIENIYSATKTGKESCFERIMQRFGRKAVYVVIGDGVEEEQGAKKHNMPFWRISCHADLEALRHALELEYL
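Eya2 protein (added as 0.2 uM solution) was preincubated with compound for 10 min at ambient temperature in 50 mM HEPES pH 7.5, 50 mM NaCl, 5 uM MgCl2, 0.05% BSA, 1 mM DTT. OMFP (added at 50 uM) then reacted 10 min; fluorescence read at 485/525 nm.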
BCR signal inh – chronic active BCR signaling inhibition; Potency, µM (titrated, usually from 46.1 µM), for the others: at the top dose ratio change, negative = lower green/red ratio, usual class: inhibitors; AID 493014; hit rate 0.05% among 340,000; ABC-DLBCL IkBa-CBG/CBR reporter, luminescence ratio, 4 h; active = well fitted inhibition curve with a large enough effect in the signal ratio, with a control signal flat, not every such curve was filed as active; inconclusive = small, poorly fitted or top-dose-only effect, or effect the other way, or a change in a side signal; the % refers to the signal ratio;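 also: potency is read from the fitted curve at half-maximal effect; plate controls were basal doxycycline-induced cells for no effect and cells given 10 µM MG132 for full effect; MG132 reads +100%, hits lower the ratio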
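Cell line TMD8 (human ABC DLBCL), stably expressing tet-inducible CBG68-IkBa fusion and CBR; IMDM/0.5% FBS; cpd up to 46 uM; dox induction, 4 h, 37C/5% CO2; dual luminescence; green/red ratio; MG132 control.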
GALK inhibitor – galactokinase (human) inhibition. P51570. Purified GALK, Kinase-Glo residual ATP luminescence. Potency, µM (top dose mostly 57.5 µM), without a hit: at the top dose activity change, negative = inhibition, actives largely listed as inhibitors. hit rate 0.007% among 270,000. AID 1868; also: potency is read from the fitted curve at half-maximal effect
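Quantitative HTS: GALK 5 nM, ATP 35 uM, galactose 100 uM, 1 h room temperature, then luciferase-based ATP detection.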
USP2a block – USP2a (human) protease inhibition. USP2 core, Ub-CHOP2 coupled fluorogenic reporter, 485/531. O75604. hit rate 0.01% among 330,000. Potency, µM (highest dose often 38.3 µM), for the others: at the top dose activity change, negative = inhibition, usual class: inhibitors;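 also: potency is read from the fitted curve at half-maximal effect; plate controls were DMSO wells for no effect and full inhibition by NEM control for full effect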
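Deubiquitinase activity read as fluorescence (485/531 nm) after Ub-CHOP2 cleavage activates the enterokinase reporter on its substrate; USP2 core 10nM, Ub-CHOP2 and substrate 25nM each, 30min compound preincubation then 60min RT; data normalized to NEM, curves fitted.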
KCNH2 WT inh – KCNH2 (human, wildtype) channel inhibition; hit rate 0.37% among 340,000; U2OS, BacMam KCNH2, thallium flux FluxOr; stronger effect = lower value; activity change, % at 1.84 µM; Q12809;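 active = maximum activity change below -70%; inconclusive = maximum activity change between -70% and -50%; inactive = maximum activity change above -50%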
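U2OS cells were transduced with wild-type KCNH2 virus (2.03 x 10^8 / mL) for 4 h at room temperature, then cultured overnight at 37 C. Thallium flux was read with FluxOr dye. Rate constants were normalized to DMSO controls.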
KCNH2 3.1 inh – inhibitors of human KCNH2 3.1 potassium channel isoform; activity change, % (tested at about 1.8 µM); hit rate 0.95% among 340,000; U2OS KCNH2 3.1, thallium flux FluxOr; stronger effect = lower value;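 active = maximum activity change below -70%; inconclusive = maximum activity change from -70% to -50%; inactive = maximum activity change above -50%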;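 also: thallium influx rate constant from kinetic fluorescence after stimulation buffer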
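Thallium flux via FluxOr fluorescence (Red40 quencher, 45 min loading) in U2OS cells virally expressing the KCNH2 3.1 isoform (1.77 x 10^8 /mL virus, overnight at 37 C). Rate constants from 2-min kinetic reads post-stimulation, normalised to positive and negative controls.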
PKM2 act – activators of human pyruvate kinase M2. hit rate 0.34% among 260,000. P14618. purified PKM2, Kinase-Glo ATP luminescence, activation; response scale: 0% is enzyme alone, no compound. AID 1631. Potency, µM (doses to about 57.5 µM), inactives show at the highest dose activation, actives largely listed as activators; also: potency is read from the fitted curve at half-maximal effect; nearly all actives have a fitted effect of over 55% in size
Target sequence (P14618 whole entry, looked up): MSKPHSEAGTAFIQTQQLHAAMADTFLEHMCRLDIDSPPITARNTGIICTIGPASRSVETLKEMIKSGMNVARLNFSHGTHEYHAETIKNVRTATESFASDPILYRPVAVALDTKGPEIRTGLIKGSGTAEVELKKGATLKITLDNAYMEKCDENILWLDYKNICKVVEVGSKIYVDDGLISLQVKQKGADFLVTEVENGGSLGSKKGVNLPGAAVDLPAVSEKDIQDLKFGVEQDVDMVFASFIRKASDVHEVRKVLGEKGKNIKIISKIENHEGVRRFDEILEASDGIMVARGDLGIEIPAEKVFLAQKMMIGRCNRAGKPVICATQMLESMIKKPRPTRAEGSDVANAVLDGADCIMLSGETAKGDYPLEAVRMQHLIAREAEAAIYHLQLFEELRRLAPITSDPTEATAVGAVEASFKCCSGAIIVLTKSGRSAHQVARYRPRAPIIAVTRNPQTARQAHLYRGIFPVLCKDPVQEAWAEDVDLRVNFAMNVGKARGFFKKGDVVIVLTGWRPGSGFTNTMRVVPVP
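Kinase-Glo luminescence reports ATP generated from ADP (0.1 mM) and PEP (0.5 mM) by purified hPK-M2 after 1 h at room temperature, pH 7.2 imidazole buffer; intermediate enzyme activity allows detecting inhibitors and activators.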
B2AR arrestin – beta2AR (human) beta-arrestin recruitment activity. P07550. beta-arrestin recruitment to beta2AR, cell-based reporter. Potency, µM (series often up to 46.1 µM), without a hit: at the top dose activation, most hits filed as activators. hit rate 0.02% among 330,000. AID 492947;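 also: potency is read from the fitted curve at half-maximal effect; 0% = DMSO controls and full agonism = EC100 isoproterenol or metaproterenol; nearly all actives have a fitted effect of over 65% in size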
uPA surface inh – blocks generation of uPA at the cell surface | hit rate 0.31% among 330,000 | cell surface uPA generation assay, qHTS | AID 540303 | Potency, µM (top dose mostly 38.3 µM), for inactives: at the top dose activity change, negative = inhibition, actives largely listed as inhibitors; active = well fitted inhibition curve with a large enough effect; inconclusive = small, poorly fitted or top-dose-only effect; inactive = no such curve, though single readings can be large or run the other way; tested in mouse RAW 264.7 cells; also: potency is read from the fitted curve at half-maximal effect; nearly all actives have a fitted effect of over 55% in size
Giardia kill – kills Giardia lamblia. Giardia lamblia trophozoite viability. hit rate 0.15% among 340,000. activity change, % at 7.66 µM, hits read low; in the data active = activity change below about -80%; inconclusive = between about -30% and that limit;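 also: parasites exposed to compound for two days anaerobically before the ATP read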
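ATP-content bioluminescence gauges trophozoite survival. Cells (100/well) receive compound and incubate anaerobically for 48 hrs at 37 deg C; detection reagent follows for 15-30 min at room temperature.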
Coupling enz – inhibits coupling enzyme system, counter-screen for aldolase hits; AID 2472; hit rate 0.67% among 290,000; coupling enzyme system counterscreen, AmpLite Red fluorescence; activity change, negative = inhibition, % at 58.2 µM, hits read low; in the data active = activity change below about -30%
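Counterscreen of the coupled detection system alone, without aldolase: glyceraldehyde-3-phosphate coupling enzymes plus AmpLite Red readout. Compounds at 57.5 uM final, 10 min RT preincubation, 20 min RT reaction, fluorescence 525/598 nm.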
The depositor's hits bear a star; & = joins results of further samples; [ ] = another dose, or the depositor's remark. Unless noted, calls follow the shape of the dose curve; as a rule, active = well fitted curve in the direction sought with a large enough effect; inconclusive = small, poorly fitted or top-dose-only effect, or another doubt; inactive = no such curve, though single readings can be large; an effect the other way counts as inactive or inconclusive. Unless noted, % is scaled to controls: 0 for no effect and ±100 for the full control effect.

Screening CC(C)(C)c1ccc(OCc2ccc(C(=O)N/N=C/c3ccc(O)c(O)c3)cc2)cc1 returned Eya2 inh 9%, BCR signal inh inconclusive, GALK inhibitor 8%, USP2a block -9%, KCNH2 WT inh -3, KCNH2 3.1 inh -16, PKM2 act -1%, B2AR arrestin 0.4%, uPA surface inh -15%, Giardia kill -3 and Coupling enz -6.
For COc1ccc2nc(C)cc(SCC(=O)Nc3c(C)cc(C)cc3C)c2c1 the results were Eya2 inh -3%, BCR signal inh 5%, GALK inhibitor -3%, USP2a block 0%, KCNH2 WT inh -19, KCNH2 3.1 inh -18, PKM2 act 1%, B2AR arrestin -0.2%, Giardia kill 2 and Coupling enz 3.
O=C(CCSc1ccccc1)NCC1CCCO1 (stereo not given) was read as Eya2 inh -8%, BCR signal inh -1%, GALK inhibitor 0%, USP2a block 3%, KCNH2 WT inh -2, KCNH2 3.1 inh -1, PKM2 act 5%, B2AR arrestin 0.4%, uPA surface inh 3%, Giardia kill -3 and Coupling enz 4.
`COc1ccc(C2=Nn3c(nnc3-c3ccncc3)SC2)cc1OC` gave Eya2 inh -4%, BCR signal inh inconclusive, GALK inhibitor -3%, USP2a block 4%, KCNH2 WT inh -21, KCNH2 3.1 inh -2, PKM2 act 5%, B2AR arrestin 0.0%, Giardia kill 3 and Coupling enz 0.
For COc1ccc(OC)c(N(CC(=O)NCc2ccccn2)S(C)(=O)=O)c1 the results were Eya2 inh -22%, BCR signal inh -5%, GALK inhibitor -1%, USP2a block 1%, KCNH2 WT inh 3, KCNH2 3.1 inh 9, PKM2 act 3%, B2AR arrestin 2.9%, uPA surface inh 2%, Giardia kill 5 and Coupling enz -1.
`CC1CCCCN1CCCNc1ccc(C(CC(N)=O)NC(=O)c2ccccc2)cc1[N+](=O)[O-]` (stereo not given) gave Eya2 inh 1%, BCR signal inh -1%, USP2a block -10%, KCNH2 WT inh 3, KCNH2 3.1 inh 3, PKM2 act 0%, B2AR arrestin -0.8%, uPA surface inh 4%, Giardia kill 19 and Coupling enz 0.
`CCOc1ccc(Br)cc1S(=O)(=O)Nc1cccc(S(=O)(=O)N(CC)CC)c1` gave Eya2 inh -4%, BCR signal inh 11%, GALK inhibitor 5%, USP2a block 3%, KCNH2 WT inh 21, KCNH2 3.1 inh 4, PKM2 act 0%, B2AR arrestin 3.5%, uPA surface inh -4%, Giardia kill 5 and Coupling enz -3.
For Clc1ccc(C2=NOC(c3nnc(-c4ccccc4)o3)C2)cc1 (stereo not given) the results were Eya2 inh 0%, BCR signal inh 5%, GALK inhibitor -2%, USP2a block 2%, KCNH2 WT inh 1, KCNH2 3.1 inh 1, PKM2 act 0%, B2AR arrestin -0.8%, uPA surface inh 20%, Giardia kill 18 and Coupling enz 2.
Screening O=C(c1cc(C2CC2)on1)N1CCN(c2ccc(F)cc2)CC1 returned Eya2 inh -1%, BCR signal inh 0%, GALK inhibitor 1%, USP2a block 2%, KCNH2 WT inh -8, KCNH2 3.1 inh 3, PKM2 act -1%, B2AR arrestin -0.3%, uPA surface inh -25%, Giardia kill -16 and Coupling enz 0.
Screening C[C@@H]1O[C@@H](Oc2c(-c3cc(O)c(O)c(O)c3)oc3cc(O)cc(O)c3c2=O)[C@H](O)[C@H](O)[C@H]1O returned Eya2 inh 1%, BCR signal inh -1%, USP2a block 1%, KCNH2 WT inh 14, KCNH2 3.1 inh 25, PKM2 act 13%, B2AR arrestin 0.3%, uPA surface inh 12%, Giardia kill 5 and Coupling enz -7&-11.
`Cc1ccc2cc(-c3noc(C4CCCCC4)n3)c(=O)[nH]c2c1` gave Eya2 inh -10%, BCR signal inh 17%, GALK inhibitor 10%, USP2a block 1%, KCNH2 WT inh -36, KCNH2 3.1 inh -3, PKM2 act 10%, B2AR arrestin -0.9%, uPA surface inh 4%, Giardia kill -29 and Coupling enz 2.
Screening CN(C(=O)COC(=O)c1cccnc1Nc1ccccc1F)C1CCS(=O)(=O)C1 (stereo not given) returned Eya2 inh 4%, BCR signal inh inconclusive, GALK inhibitor 2%, USP2a block 2%, KCNH2 WT inh 5, KCNH2 3.1 inh 8, PKM2 act -23%, B2AR arrestin -0.6%, uPA surface inh 7%, Giardia kill 10 and Coupling enz 1.
Screening COc1ccccc1NS(=O)(=O)c1cccc(C(=O)NCc2ccncc2)c1 returned Eya2 inh 3%, BCR signal inh 4%, USP2a block -9%, KCNH2 WT inh 14, KCNH2 3.1 inh 19, B2AR arrestin 0.2%, uPA surface inh 0% and Giardia kill 7.
For CN(Cc1ccccc1)C(=O)COc1ccc(-c2nnco2)cc1 the results were Eya2 inh -2%, BCR signal inh inconclusive, GALK inhibitor 2%, USP2a block 1%, KCNH2 WT inh 1, KCNH2 3.1 inh 4, PKM2 act -1%, B2AR arrestin -0.5%, uPA surface inh 11%, Giardia kill 10 and Coupling enz 9.
For CC(=O)c1ccc(S(=O)(=O)N2CCN(CCOc3ccc(Br)cc3)CC2)cc1 the results were Eya2 inh 5%, BCR signal inh -2%, USP2a block -1%, KCNH2 WT inh -7, KCNH2 3.1 inh inconclusive, B2AR arrestin 0.2%, uPA surface inh -27% and Giardia kill -9.
Cc1ccc(S(=O)(=O)c2c(N)n(-c3ccccc3)c3nc4ccccc4nc23)cc1 was read as Eya2 inh 0%, BCR signal inh -1%, GALK inhibitor -4%, USP2a block 3%, KCNH2 WT inh -7, KCNH2 3.1 inh -4, PKM2 act 6%, B2AR arrestin -1.5%, uPA surface inh 6%, Giardia kill 3 and Coupling enz -1.
`O=C(Nc1ccccc1C(=O)Nc1ccccn1)c1cccc([N+](=O)[O-])c1` gave Eya2 inh -11%, BCR signal inh inconclusive, GALK inhibitor -3%, USP2a block 1%, KCNH2 WT inh 31, KCNH2 3.1 inh -3, PKM2 act 2%[11.5 µM], B2AR arrestin -0.5%, uPA surface inh -21%, Giardia kill 7 and Coupling enz -1.
O=S(=O)(c1cccc(-n2cnnn2)c1)N1CCOCC1 was read as Eya2 inh 11%[15.4 µM], BCR signal inh -1%, GALK inhibitor 1%, USP2a block 4%, KCNH2 WT inh -12, KCNH2 3.1 inh 3, PKM2 act -1%, B2AR arrestin -0.9%, uPA surface inh 6%, Giardia kill -7 and Coupling enz 2.

Five structures already listed, sorted by molar mass, smallest number first.
O=S(=O)(c1cccc(-n2cnnn2)c1)N1CCOCC1 was read as Eya2 inh 11%[15.4 µM], BCR signal inh -1%, GALK inhibitor 1%, USP2a block 4%, KCNH2 WT inh -12, KCNH2 3.1 inh 3, PKM2 act -1%, B2AR arrestin -0.9%, uPA surface inh 6%, Giardia kill -7 and Coupling enz 2.
Screening COc1ccccc1NS(=O)(=O)c1cccc(C(=O)NCc2ccncc2)c1 returned Eya2 inh 3%, BCR signal inh 4%, USP2a block -9%, KCNH2 WT inh 14, KCNH2 3.1 inh 19, B2AR arrestin 0.2%, uPA surface inh 0% and Giardia kill 7.
Cc1ccc(S(=O)(=O)c2c(N)n(-c3ccccc3)c3nc4ccccc4nc23)cc1 was read as Eya2 inh 0%, BCR signal inh -1%, GALK inhibitor -4%, USP2a block 3%, KCNH2 WT inh -7, KCNH2 3.1 inh -4, PKM2 act 6%, B2AR arrestin -1.5%, uPA surface inh 6%, Giardia kill 3 and Coupling enz -1.
Screening CN(C(=O)COC(=O)c1cccnc1Nc1ccccc1F)C1CCS(=O)(=O)C1 (stereo not given) returned Eya2 inh 4%, BCR signal inh inconclusive, GALK inhibitor 2%, USP2a block 2%, KCNH2 WT inh 5, KCNH2 3.1 inh 8, PKM2 act -23%, B2AR arrestin -0.6%, uPA surface inh 7%, Giardia kill 10 and Coupling enz 1.
For CC(=O)c1ccc(S(=O)(=O)N2CCN(CCOc3ccc(Br)cc3)CC2)cc1 the results were Eya2 inh 5%, BCR signal inh -2%, USP2a block -1%, KCNH2 WT inh -7, KCNH2 3.1 inh inconclusive, B2AR arrestin 0.2%, uPA surface inh -27% and Giardia kill -9.
